USP28 inh: inhibitors of human USP28 deubiquitinase. Q96RU2. hit rate 3% among 47,000. purified USP28, Ub-rhodamine cleavage fluorescence, 30 min. inhibition, % at 25 µM
USP17 block: blocks human USP17 ubiquitin-rhodamine cleavage; A8MUK1; purified USP17, Ub-rhodamine cleavage fluorescence, 3 h; inhibition, % at 50 µM; hit rate 6.5% among 47,000; AID 1645855
USP7 block: blocks human USP7 ubiquitin-rhodamine cleavage; Q93009; purified USP7, Ub-rhodamine cleavage fluorescence; inhibition, % at 20 µM; hit rate 0.3% among 47,000
Target sequence (Q93009 whole entry, looked up): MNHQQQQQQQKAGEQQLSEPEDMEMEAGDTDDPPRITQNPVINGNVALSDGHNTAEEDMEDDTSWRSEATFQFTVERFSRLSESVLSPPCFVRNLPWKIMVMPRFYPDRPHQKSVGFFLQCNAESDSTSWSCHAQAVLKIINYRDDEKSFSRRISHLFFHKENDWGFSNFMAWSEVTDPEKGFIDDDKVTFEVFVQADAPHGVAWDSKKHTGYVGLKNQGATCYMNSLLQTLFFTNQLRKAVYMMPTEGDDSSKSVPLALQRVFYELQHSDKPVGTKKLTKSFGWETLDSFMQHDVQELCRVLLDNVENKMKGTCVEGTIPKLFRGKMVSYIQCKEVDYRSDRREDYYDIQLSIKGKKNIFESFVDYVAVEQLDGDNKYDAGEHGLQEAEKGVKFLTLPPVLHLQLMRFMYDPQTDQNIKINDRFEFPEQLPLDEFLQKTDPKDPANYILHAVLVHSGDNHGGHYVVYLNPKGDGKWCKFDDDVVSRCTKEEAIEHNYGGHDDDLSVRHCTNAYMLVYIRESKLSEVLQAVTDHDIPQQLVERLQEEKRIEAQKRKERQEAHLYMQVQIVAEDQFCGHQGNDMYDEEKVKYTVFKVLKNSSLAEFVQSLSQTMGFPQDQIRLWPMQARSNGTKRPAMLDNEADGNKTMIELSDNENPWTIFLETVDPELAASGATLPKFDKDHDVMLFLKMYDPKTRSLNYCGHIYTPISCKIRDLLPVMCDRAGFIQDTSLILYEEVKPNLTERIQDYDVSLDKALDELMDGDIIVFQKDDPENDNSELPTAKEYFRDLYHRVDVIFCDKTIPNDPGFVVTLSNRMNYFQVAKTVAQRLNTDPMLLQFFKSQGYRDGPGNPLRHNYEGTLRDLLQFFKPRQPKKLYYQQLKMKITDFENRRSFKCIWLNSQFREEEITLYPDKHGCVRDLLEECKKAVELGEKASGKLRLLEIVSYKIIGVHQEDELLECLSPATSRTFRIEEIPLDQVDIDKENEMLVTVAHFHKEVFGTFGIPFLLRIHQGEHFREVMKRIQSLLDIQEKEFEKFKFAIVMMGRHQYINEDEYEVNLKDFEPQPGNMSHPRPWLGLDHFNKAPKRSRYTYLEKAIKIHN
UCHL1 block: inhibitors of human UCHL1 deubiquitinase | P09936 | purified UCHL1, Ub-rhodamine cleavage fluorescence | inhibition, % at 20 µM | hit rate 0.2% among 47,000
USP30 block: human USP30 deubiquitinase inhibition | Q70CQ3 | purified USP30, Ub-rhodamine cleavage fluorescence | inhibition, % at 25 µM | hit rate 5.3% among 47,000 | AID 1645860
USP10 block: human USP10 deubiquitinase inhibition; purified USP10, Ub-rhodamine fluorescence, 60 min; hit rate 1.1% among 47,000; inhibition, % at 20 µM; Q14694
OTUD3 inh: human OTUD3 deubiquitinase inhibition. purified OTUD3, Ub-rhodamine fluorescence, 2 h. hit rate 0.7% among 47,000. AID 1645858. inhibition, % at 25 µM
USP8 inh: blocks human USP8 ubiquitin-rhodamine cleavage. hit rate 4.2% among 47,000. P40818. inhibition, % at 20 µM. purified USP8, Ub-rhodamine cleavage fluorescence, 30 min
Starred values were filed as active, the others as inactive; i = inactive; / = not tested or not shown. Rule as the data show it: active = inhibition above about 30%; inactive = the rest. These rows are one share of the data, so the mix of outcomes need not match the whole.

Order of values: OTUD3 inh, USP10 block, USP7 block, UCHL1 block, USP8 inh, USP17 block, USP30 block, USP28 inh
O=C1CO[C@H]2CN(Cc3ccncc3)C[C@H]2N1Cc1ccccn1
    -9, -4, 0, -3, -12, -30, -31, -22
Cc1ccc(CN2CC[C@@H]3[C@@H](CO[C@H]3CNc3ncccn3)C2)s1
    2, 1, 3, -1, -55, -9, 8, 0
CN1CC[C@@H]2[C@H](C1)CN2S(=O)(=O)c1cccc(Cl)c1
    -1, 0, 2, 1, -150, -19, 2, -4
O=C(c1n[nH]c2c1CCCC2)N1CCC2(CC1)OCCO2
    2, 3, 2, 0, -3, -16, 15, 10
CCOc1ccccc1C1SCC(=O)Nc2c1c(=O)[nH]n2C1CCCCCC1 (configuration not stated)
    8, 5, -13, 6, 3, 12, 27, 14
CC1CCN(C[C@H]2CN3CC[C@H]2C[C@@H]3CNC(=O)Nc2ccccc2)CC1
    12, -3, 2, -2, -2, 0, 8, 12
CC(C)CN1C(=O)c2ccccc2C(C(=O)N2CCC3(CC2)OCCO3)C1c1cccs1 (configuration not stated)
    12, 0, 7, 2, 17, 19, 26, 11
COc1cccc(C2SCC(=O)Nc3c2c(C)nn3-c2nc(C)cc(C)n2)c1 (configuration not stated)
    -4, -3, -6, -3, -6, -5, -11, -13
CCC1CC2CC3c4[nH]c5cc(OC)ccc5c4CCN(C2)C13 (configuration not stated)
    -151, -3, -45, -42, -167, -165, -412, -191
O=C(NCc1cccnc1)c1cccn(Cc2ccc(Cl)cc2)c1=O
    7, 1, -5, 1, 6, 7, 32*, 14
Cn1cc(CN2CCC3(CCN(c4ncccn4)CC3)C2)cn1
    -5, -1, 2, -2, -46, 0, -7, -4
Cc1ccc(C2SCC(=O)Nc3c2c(=O)[nH]n3C2CCOC(C)(C)C2)cc1 (configuration not stated)
    -4, -3, -3, -3, 15, 3, 0, -6
CC(C)CN1C[C@H]2C[C@H](C(=O)Nc3cccnc3)[C@@H](C1)O2
    -8, -7, -2, -6, -3, -9, -11, -20
COc1cccc2c1N(Cc1ccccc1)C(=O)C21CCN(C(=O)NCCN)CC1
    0, -1, -6, -3, -16, -8, 19, 21
COC(=O)C1=CO[C@@H](C)[C@H]2CN3CCc4c([nH]c5cc(OC)ccc45)[C@@H]3C[C@H]12
    -157, -5, -137, -146, -304, -188, i, -221
COc1ccccc1C1SCC(=O)Nc2c1c(=O)[nH]n2C1CCCC1 (configuration not stated)
    -15, 1, -4, 0, -2, -9, 2, 0
CCCNC(=O)C1=NOC2(CCNCC2)C1
    0, -1, 0, -3, -230, -44, -11, -14
O=C1/C(=C/c2c(F)cccc2Cl)N2CCC1CC2
    0, -3, -25, -1, 5, 5, -1, 6
C[C@@H]1CC[C@@]2(NC1)OC1CC3C4CC=C5C[C@@H](O)CC[C@]5(C)C4CC[C@]3(C)C1[C@@H]2C (some centres not stated)
    11, 2, 2, 0, 2, 10, 11, 5
Clc1ccc(-c2nc3ccc(Cl)cn3c2CN2CCCCC2)cc1
    4, 4, -19, 0, -3, -19, -8, -6
COC(=O)c1ccccc1NC(=O)CN1C(=O)CN=C(c2ccccc2)c2ccccc21
    -1, 0, -12, 3, 5, 10, 6, 11
CCN1CCN(c2nc3ccccc3c(=O)n2-c2ccc(Cl)cc2)CC1
    -5, 1, -6, -1, -5, -8, -47, -3
Cn1cc(CN2C[C@H]3C[C@H](C(=O)Nc4cccnc4)[C@@H](C2)O3)cn1
    -3, 7, 4, -1, 1, 0, 5, -2
CCCc1c(C/C=C(\C)C/C=C/C(C)C)[nH]c(=O)c(C)c1O
    -10, -10, -15, -9, -33, -35, -24, -8
CS(=O)(=O)c1ccc(C(=O)N(Cc2ccco2)C2CCN(Cc3cccc(C#N)c3)CC2)cc1
    -20, -2, -4, -2, -4, -12, -68, -17
CN1[C@@H]2Cc3ccccc3[C@H]1C[C@@H](NC(=O)Nc1ccccn1)C2
    -9, -1, 0, -2, -2, -7, -7, -12
CC(C)N(C)C(=O)C1=NOC2(CCCNC2)C1 (configuration not stated)
    -3, 1, 0, -6, -131, -17, -25, -11
CN1C(=O)C23SSC1(CO)C(=O)N2C1Nc2ccccc2C1(C12c4ccccc4NC1N1C(=O)C4(CO)SSC1(C(=O)N4C)C2O)C3O (configuration not stated)
    15, 2, -40, 2, 0, -32, 9, 15
COc1ccc2c3c([nH]c2c1)[C@H](C=C(C)C)N1C(=O)[C@@H]2CCCN2C(=O)[C@@H]1C3
    -4, 0, 1, 2, 5, -6, 5, -3
COc1ccccc1C1SCC(=O)Nc2c1c(-c1ccccc1)nn2-c1ccccc1 (configuration not stated)
    5, 9, 5, 11, 10, 11, 20, 7
c1cnc(NC[C@@H]2OC[C@H]3CN(Cc4ccco4)CC[C@H]32)nc1
    -22, -2, -5, -7, -68, -25, -44, -24
Cc1cc(CN2C[C@H](OCc3ccncc3)[C@H]3OCCC[C@H]32)no1
    -19, -3, -5, -7, -49, -37, -103, -15
CCOc1ccccc1C1SCC(=O)Nc2c1c(-c1ccccc1)nn2-c1ccccc1 (configuration not stated)
    1, 9, 4, 7, 10, 0, -6, 3
O=C(c1nc(-c2ccncc2)no1)N1CCC2(CC1)OCCO2
    6, 2, 0, -4, 31*, 4, 7, 1
CC(C)[C@H]1C(=O)O[C@@H]2CCN3CC=C(COC(=O)[C@](C)(O)[C@]1(C)O)[C@H]23
    -11, 0, 5, -2, 9, 0, -36, -13
C[C@@H]1C[C@@H](C)C(=O)[C@@H]([C@@H](O)CC2CC(=O)NC(=O)C2)C1
    -7, 0, 1, -2, -1, -3, -3, -7
CC1=C(O)C(=O)C=C2C1=CC=C1[C@@]2(C)CC[C@@]2(C)[C@@H]3C[C@](C)(C(=O)O)CC[C@]3(C)CC[C@]12C
    26, 81*, 35*, 12, 46*, 54*, -58, 64*
O=C(Cc1c[nH]c2ccccc12)N1C[C@@H](O)[C@H](N2CCCC2)C1
    -7, -1, 1, -2, -1, -12, -24, -6
CC12CN3CC(c4ccccc4)(CN(C1)C3c1ccccc1)C2=O (configuration not stated)
    14, 3, 3, 3, 20, 4, 19, 6
Cc1nc(-c2ccccc2)nc2c1CC(=O)N2CCN1CCOCC1
    -104, -4, -16, -20, -14, -102, -445, -142
CC(=O)c1ccc(N2CCNCC2)cc1
    9, 2, 6, 2, 0, 8, 22, 7
CCOC(=O)C12CC(C)(OC(C)=O)C1c1ccccc1OC2=O (configuration not stated)
    -8, 0, -1, -3, -5, -2, -10, -6
Fc1ccc(CN2CCc3nc4cccnc4cc3C2)cc1
    -212, -7, -72, -63, -343, -175, i, -269
O=C(NCC1CCC1)C1=NOC2(CCNCC2)C1
    -2, -2, 0, -3, -211, -46, 5, -3
CCOc1ccc(C2SCC(=O)Nc3c2c(=O)[nH]n3C2CCCCC2)cc1 (configuration not stated)
    9, 10, 18, 1, 88*, 14, 35*, 12
Cc1nn(C2CCCC2)c2c1C(c1ccc3c(c1)OCO3)SCC(=O)N2 (configuration not stated)
    2, 3, 3, 5, -160, -12, 30*, 9
CN1CCc2nc3sc4c(O)cc(=O)[nH]c4c3cc2C1
    2, -3, 6, 3, -18, -12, -18, -4
C[C@]12CCC=CC1=CC[C@@H]1[C@@H]2CC[C@]2(C)[C@@H](c3ccc(=O)oc3)CC[C@]12O
    2, 5, 1, 2, 0, 25, -27, 17
Cc1cccc(OCC(=O)N2CCN(Cc3ccncc3)CC2)c1C
    0, 0, 2, 1, 10, 9, 15, 6
CCc1cc2c(cc1-c1csc(-c3ccncc3)n1)C(C)(C)CCC2(C)C
    8, 2, 6, 2, 1, 1, 15, 5
CCOC(=O)C1CCN(C(=O)COc2cc(C)cc3oc(=O)c4c(c23)CCCC4)CC1
    -10, 1, -12, 1, 0, -5, -26, -2
C/C=C\C(=O)OC1CC2O[C@@H]3C=C(C)C(=O)C[C@]3(C)[C@]1(C)C21CO1 (some centres not stated)
    9, -3, 1, -2, -2, 4, 8, 0
Cc1noc(C)c1CN1C[C@H]2C[C@H](C(=O)NCC3CC3)N(C)[C@H]2C1
    -2, 1, 3, -1, 6, -12, 0, -18
CC[C@@]1(O)C[C@H](OC2CC(N(C)C)C(OC3CC(O)C(OC4CCC(=O)C(C)O4)C(C)O3)C(C)O2)c2c(cc3c(c2O)C(=O)c2c(O)ccc(O)c2C3=O)[C@H]1C(=O)OC (some centres not stated)
    11, -7, -3, 2, -10, 71*, -13, 13
O=C(NC[C@@H]1OC[C@H]2CN(Cc3nccs3)CC[C@H]21)c1ccno1
    -10, -4, 0, -2, -69, -32, -37, -17
c1ccc(C2NCc3ccccc3-n3cccc32)cc1 (configuration not stated)
    6, 1, 2, 1, 1, 1, /, /
O=c1cccc2n1C[C@@H]1C[C@H]2CN2CCCC[C@H]12
    9, -3, 0, 2, -9, -30, -10, 5
C=Cc1cc(OC)c2c(c1)c(=O)oc1c2cc(OC)c2c(O)ccc([C@H]3OC(C)[C@@H](OC(C)=O)C(N(C)C)C3O)c21 (some centres not stated)
    -147, -9, -132, -78, -328, -105, i, -79
CN1C2CCC1CC(OC(=O)C1(c3ccccc3)CCCC1)C2 (configuration not stated)
    5, 2, 1, 3, -8, 2, 16, 6
O=C(COC(=O)c1cnccn1)Nc1ccc(Cl)cc1C(=O)c1ccccc1
    -6, -3, -164, -6, 0, 11, -27, 0

Next section.
Order of values: OTUD3 inh, USP10 block, USP7 block, UCHL1 block, USP8 inh, USP17 block, USP30 block, USP28 inh
COCCN1CCC2(COCc3c(C)nc(NCC4CC4)nc32)C1 (configuration not stated)
    13, -1, 3, 4, 4, 4, 19, 9
C=C1[C@@H](C)[C@H]2[C@H](Cc3ccccc3)NC(=O)[C@]23[C@H](OC(C)=O)/C=C/[C@@](C)(O)C[C@@H](C)C/C=C/[C@H]3[C@@H]1O
    -1, -6, 0, -4, -8, -2, 8, 0
COC(=O)[C@H](C)NC(=O)c1cccn(Cc2ccc(Cl)cc2)c1=O
    8, -1, -15, 4, -4, 14, /, /
Cc1noc(C)c1CC(=O)N1CCN(C(C)C)C(C(N)=O)C1 (configuration not stated)
    8, 1, 6, 5, 18, 10, 20, 13
CC12CCC3C(C=CC4=CC(=O)CCC43C)C1CCC2=O (configuration not stated)
    10, -2, -35, -1, -20, -9, -31, 5
OCC12COCN1COC2
    -2, 3, 4, 2, 5, -1, 0, -5

Part of the list above, with bars between the fields:
smiles | OTUD3 inh | USP10 block | USP7 block | UCHL1 block | USP8 inh | USP17 block | USP30 block | USP28 inh
O=C1CO[C@H]2CN(Cc3ccncc3)C[C@H]2N1Cc1ccccn1 | -9 | -4 | 0 | -3 | -12 | -30 | -31 | -22
Cc1ccc(CN2CC[C@@H]3[C@@H](CO[C@H]3CNc3ncccn3)C2)s1 | 2 | 1 | 3 | -1 | -55 | -9 | 8 | 0
CN1CC[C@@H]2[C@H](C1)CN2S(=O)(=O)c1cccc(Cl)c1 | -1 | 0 | 2 | 1 | -150 | -19 | 2 | -4
O=C(c1n[nH]c2c1CCCC2)N1CCC2(CC1)OCCO2 | 2 | 3 | 2 | 0 | -3 | -16 | 15 | 10
CCOc1ccccc1C1SCC(=O)Nc2c1c(=O)[nH]n2C1CCCCCC1 (configuration not stated) | 8 | 5 | -13 | 6 | 3 | 12 | 27 | 14
CC1CCN(C[C@H]2CN3CC[C@H]2C[C@@H]3CNC(=O)Nc2ccccc2)CC1 | 12 | -3 | 2 | -2 | -2 | 0 | 8 | 12
CC(C)CN1C(=O)c2ccccc2C(C(=O)N2CCC3(CC2)OCCO3)C1c1cccs1 (configuration not stated) | 12 | 0 | 7 | 2 | 17 | 19 | 26 | 11
COc1cccc(C2SCC(=O)Nc3c2c(C)nn3-c2nc(C)cc(C)n2)c1 (configuration not stated) | -4 | -3 | -6 | -3 | -6 | -5 | -11 | -13
